Screening results (PubChem)
p53ts 39C tox: kills p53ts cells at the nonpermissive temperature. H1299-p53A138V viability at 39C, ATP luminescence, 24 h. Potency, µM (highest dose often 46.1 µM), inactives show at the highest dose activity change, negative = cell killing, actives largely listed as cytotoxic. 1.5% of 130,000 active. AID 902; note: nearly all actives have a fitted effect of over 55% in size
Imprint erasure: genomic imprint erasure induction; 0.02% of 110,000 active; Potency, µM (doses to about 60.7 µM), without a hit: top-dose activity change, positive = activation, most hits filed as activators; mouse ES Peg3-LacZ reporter, beta-gal luminescence, 40 h;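 note: 0% = negative control wells on the plate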
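Readout: BetaGlo luminescence (5 min, room temp) for LacZ from the normally silent maternal Peg3 allele in female Peg3LacZ-Neo ES cells. Cells 300/well, 40 h, 37C, 5% CO2. Data normalized per plate to negative controls.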
p53ts 32C kill: cytotoxicity in p53ts cells at permissive temperature; H1299-p53A138V at 32C, ATP luminescence viability, 24 h; 0.93% of 130,000 active; AID 924; Potency, µM (series often up to 46.1 µM), inactives show top-dose activity change, negative = cytotoxicity, usual class: cytotoxic;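 note: 0% = DMSO and -100% = full killing by reference compound; nearly all actives have a fitted effect of over 55% in size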
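H1299-p53 A138V cells (temperature-sensitive p53) exposed 24 h to up to 46 uM compound at 32C, where p53 is wild-type in conformation. Viability read as ATP luminescence and normalised to DMSO and 100 uM tamoxifen. AC50 fitted with the Hill equation.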
IkB sig inh: inhibitors of IkB signaling in ABC-DLBCL cells. ABC-DLBCL IkBa-CBG/CBR dual luciferase ratio, 4 h; response scale: scaled: untreated 0%, proteasome inhibitor 100%. Potency, µM (highest dose often 57.1 µM), for inactives: at the highest dose IkBa stabilization activation. 0.04% of 110,000 active. AID 445; active = well fitted curve in the direction sought with a large enough effect in the signal ratio, not every such curve was filed as active; inconclusive = small, poorly fitted or top-dose-only effect, or a change in a side signal; the % refers to the signal ratio;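 note: the direction sought is a rising ratio; 0% = basal untreated cells and 100% = reference inhibitor full response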
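Curves were fitted separately to fusion (green), unfused (red) and ratio luminescence, then classed by r2, magnitude and activity. Cells: OCI-Ly3, 4 h compound plus doxycycline at 37C; 10 uM MG-132 defined full response.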
Starred values were filed as active, the others as inactive; ? = inconclusive; / = not tested or not shown; [ ] = another dose, or the depositor's remark. Unless noted, calls come from the whole dose curve; as a rule, active = well fitted curve in the direction sought with a large enough effect; inconclusive = small, poorly fitted or top-dose-only effect, or another doubt; inactive = no such curve, though single readings can be large; an effect the other way counts as inactive or inconclusive. Unless noted, % is set by controls: 0 for no effect and ±100 for the full control effect; potency is the fitted concentration of half-maximal effect.

SMILES | p53ts 39C tox | Imprint erasure | p53ts 32C kill | IkB sig inh
Cc1ccc(NC(=O)CS(=O)CC(=O)NCCCN(C)c2ccccc2)cc1 (configuration not stated) | -6% | -13% | 6% | 4.0%
CC1CCN(C(=O)Cn2cc(SCC(=O)Nc3ccccc3)c3ccccc32)CC1 | 8% | -13%[10.9 µM] | 2% | 0.0%
Cc1cc(NC(=O)CSc2ccc(-c3nc4cc(C)c(C)cc4[nH]3)cn2)no1 | ? | -39%[inhibitor] | ? | 4.3%
COC(=O)c1c(-c2cccnc2)csc1NC(=O)c1cc(C)on1 | -30% | -26% | ? | ?
c1cncc(-c2ccc3ncnc(N4CCNCC4)c3c2)c1 | 7% | -4% | -8% | 1.2%[11.4 µM]
O=C(Cc1noc2ccccc12)Nc1ccc2ccccc2c1 | -11% | / | -8% | /
CCNc1ncc2nc(C)c(=O)n(CCOC)c2n1 | -5% | ? | 3% | 4.0%[11.4 µM]
Cc1ccc(Cn2c(C)c(CNCCCc3ccccc3)c(C(=O)O)c2C)cc1 | -13% | -4%[10.9 µM] | -2% | ?
O=C(NC1CCCC1)C1CCCN(S(=O)(=O)c2cnc[nH]2)C1 (configuration not stated) | 0% | -10% | -3% | 0.8%
Fc1ccc(-c2cc(C(F)(F)F)nc(NCc3ccccc3)n2)cc1 | ? | 10%[10.9 µM] | -1% | 1.9%
CCOC(=O)C1CCN(Cc2cnc(NC(=O)OC)s2)CC1 | 2% | -10% | -11% | 1.2%
CC(C)Sc1ncc(Cl)c(C(=O)Nc2ccc(S(=O)(=O)N3CCCCC3C)cc2)n1 (configuration not stated) | -12% | -13%[10.9 µM] | 12% | -0.8%
CCOC(=O)c1c(C)[nH]c(C)c1S(=O)(=O)NCC(=O)Nc1ccc(C)c(N(C)C)c1 | -4% | 8%[10.9 µM] | 3% | -3.2%
CSCCC1C(=O)OC2(C)CC(C)(C)NC(=S)N12 (configuration not stated) | 2% | / | -6% | /
CCOC(=O)C1=C(C)NC2=C(C(=O)CC(c3ccc(OC)c(OC)c3)C2)C1c1ccc(C)o1 (configuration not stated) | -1% | -14% | 7% | 0.0%
Cc1nc2ncnn2c(N2CCN(C(c3ccccc3)c3ccccc3)CC2)c1C | 20µM* | -41%[inhibitor] | ? | ?
Cn1c(=O)c(C(=O)COC(=O)c2cc(-c3ccco3)nc3ccccc23)c(N)n(Cc2ccccc2)c1=O | -7% | -17% | 10% | /
CCOC(=O)C1(CC)NC(c2ccco2)C2C(=O)N(c3ccc(C)cc3)C(=O)C21 (configuration not stated) | -2% | -3% | -2% | 0.0%
COC(=O)CSc1nnc(-c2cccs2)n1-c1ccc(Cl)cc1 | -4% | -7% | -6% | ?
CCOC(=O)c1oc2ccc(S(=O)(=O)n3nc(-c4ccc(Br)cc4)cc3N)cc2c1C | -26% | ? | 9% | ?
C=CCOC(=O)C1=C(C)NC(SC)=C(C#N)C1c1ccc(OCC)cc1 (configuration not stated) | 31%[activator] | -25% | 42%[activator] | ?
CCN(CC)C(=O)c1sc(NC(=O)Cc2cccs2)c(C#N)c1C | -6% | / | -8% | -3.6%
CCCCCC1C(=O)CCC1CC(=O)O (configuration not stated) | 7% | 19% | 4% | /
COc1ccc(-n2nnc3c(=O)n(Cc4cc(C)ccc4C)cnc32)cc1 | 1% | -10% | 3% | 0.5%
Cn1c(N)c(C(=O)COC(=O)c2cc(-c3ccccc3)nc3ccccc23)c(=O)n(C)c1=O | -14% | -23% | 0% | /

The closing four compounds of the part above open the next one:
SMILES | p53ts 39C tox | Imprint erasure | p53ts 32C kill | IkB sig inh
CCN(CC)C(=O)c1sc(NC(=O)Cc2cccs2)c(C#N)c1C | -6% | / | -8% | -3.6%
CCCCCC1C(=O)CCC1CC(=O)O (configuration not stated) | 7% | 19% | 4% | /
COc1ccc(-n2nnc3c(=O)n(Cc4cc(C)ccc4C)cnc32)cc1 | 1% | -10% | 3% | 0.5%
Cn1c(N)c(C(=O)COC(=O)c2cc(-c3ccccc3)nc3ccccc23)c(=O)n(C)c1=O | -14% | -23% | 0% | /
COc1cc(OC)c(NC(=O)c2sc3nc4n(c(=O)c3c2C)CCCC4)cc1Cl | -17% | -5%[10.9 µM] | 36%[activator] | ?
CCOC(=O)c1sc2ccccc2c1S(=O)(=O)NCc1ccc(F)cc1 | 1% | 4%[10.9 µM] | 7% | ?
O=C(CSc1nccn1C1CCCC1)Nc1ccccc1 | -29% | 4%[10.9 µM] | 28% | ?
CC(Sc1nc(N2CCOCC2)c2c(c1C#N)CC(C)(C)OC2)C(=O)Nc1ccccc1 (configuration not stated) | 5% | -3% | 5% | 1.1%
CN(Cc1ccccc1)C(=O)c1ccc2c(c1)OCO2 | 2% | -7% | 0% | -0.4%
COc1ccc2[nH]c(=O)c(CN(CCCN3CCOCC3)C(=O)NCc3ccccc3)cc2c1 | 9% | / | -7% | 2.6%
Fc1cccc(NCc2ccccc2-c2nnc(-c3ccccc3Cl)o2)c1 | -26% | -3%[10.9 µM] | -10% | 3.3%
Cc1cc2nc([C@H](C)C(=O)c3ccc(Cl)cc3)c(=O)[nH]c2cc1C | -8%[9.22 µM] | -11%[10.9 µM] | -14%[9.22 µM] | 16%[11.4 µM]
CSc1ccc(CCNC(=O)CCc2c(C)nc3c(c(C)nn3-c3ccc(C)c(C)c3)c2C)cc1 | -1% | 2%[10.9 µM] | -2% | -0.9%
CNS(=O)(=O)c1cn(CC(=O)N2CCN(c3ccc(C(C)=O)cc3)CC2)cc1S(=O)(=O)NC | 2% | 17%[10.9 µM] | 6% | -1.1%
Cc1ccc(CNC(=O)CN(C)S(=O)(=O)c2ccc3c(c2)c(=O)n(C)c(=O)n3C)cc1 | -2% | -1%[10.9 µM] | 8% | 1.2%
O=c1cc(-c2ccccc2)nc(N2CCN(Cc3ccccc3)CC2)[nH]1 | -15% | -14% | 1% | 3.0%
Cn1c(=O)c2[nH]c(CN(Cc3ccccc3)Cc3ccccc3)nc2n(C)c1=O | -26% | 0% | -10% | 0.3%
Nc1ccc2c3c(cccc13)C(=O)NC2=O | 4% | -19% | -7% | -2.9%
Cc1ccc(C)c(Cn2nnc3c(=O)[nH]c(C4CCCN(C(=O)CC(C)C)C4)nc32)c1 (configuration not stated) | 3% | / | 0% | 4.5%
O=C(OCc1nnc(-c2ccc(Cl)cc2)o1)c1ccc(=O)n(Cc2ccccc2)n1 | 4% | -11% | 9% | 0.7%
CN1CCc2c(sc3c2c(=O)n(-c2ccccc2)c2nnc(SCc4ccc(F)cc4)n32)C1 | 11% | -4% | 11% | 2.3%
CSc1ccc(CCNC(=O)c2ccc3c(c2)nc2n3CCCCC2)cc1 | -12% | -15%[10.9 µM] | -9% | ?
NC(=O)c1ccc(F)cc1 | -1% | -2% | 1% | -0.3%
CC(C)[C@H](NC(=O)Nc1ccc2c(c1)OCCO2)C(=O)O | 0% | 2% | -5% | -0.6%
COc1ccc(CCNC(=O)c2c(C)oc3ncn(C)c(=O)c23)c(OC)c1 | -15% | -8%[10.9 µM] | 2% | 1.9%
O=C(NCc1ccco1)c1ccc(S(=O)(=O)c2cccc(S(=O)(=O)N3CCOCC3)c2)cc1 | 13% | -11% | -5% | 3.0%
c1ccc(C2=NCCCN2)cc1 | 5% | 0% | -5% | 0.4%
O=C(CCN1C(=O)c2ccncc2C1=O)Nc1ccc2c(c1)OCCO2 | -5% | -5% | -3% | 2.2%
Cc1c(NC(=O)c2nn(C)c(=O)c3ccccc23)c(=O)n(-c2ccccc2)n1C | -4% | 5% | -18% | -0.1%

4 entries from above, with two lines to a compound:
Second line of a record: p53ts 39C tox, Imprint erasure, p53ts 32C kill, IkB sig inh
> COC(=O)c1c(-c2cccnc2)csc1NC(=O)c1cc(C)on1
→ -30%, -26%, ?, ?
> c1cncc(-c2ccc3ncnc(N4CCNCC4)c3c2)c1
→ 7%, -4%, -8%, 1.2%[11.4 µM]
> O=C(Cc1noc2ccccc12)Nc1ccc2ccccc2c1
→ -11%, /, -8%, /
> CCNc1ncc2nc(C)c(=O)n(CCOC)c2n1
→ -5%, ?, 3%, 4.0%[11.4 µM]

Next records
SMILES | p53ts 39C tox | Imprint erasure | p53ts 32C kill | IkB sig inh
Cc1cccc(C)c1-n1ncc(C(=O)NCCN2CCN(C)CC2)c1C1CCN(C(=O)OC(C)(C)C)CC1 | 8% | -7%[10.9 µM] | 16% | 1.2%
OCC1OC(Oc2cccc3cccnc23)C(O)C(O)C1O (configuration not stated) | 5% | -6% | 3% | /
O=C1CCCc2cc(S(=O)(=O)NCC3CCC(C(=O)NCc4ccccc4Cl)CC3)ccc2N1 (configuration not stated) | -25% | -10%[10.9 µM] | 2% | ?
COc1cc(CNc2ccc3[nH]c(=O)[nH]c3c2)cc(Cl)c1OCc1ccc(F)cc1 | 9% | -10%[10.9 µM] | 9% | ?
Cc1sc2nc(SCC(=O)NCc3ccco3)n(C)c(=O)c2c1C | -1% | 13% | -6% | -1.0%
CCOc1ccc(CCNC(=O)CCc2c(C)nc3cc(-c4ccccc4OC)nn3c2C)cc1 | 36%[activator] | -15%[10.9 µM] | 29% | ?
COc1ccc(NC(=O)N2CCCC2C(=O)Nc2ccc(C)cc2)cc1 (configuration not stated) | -8% | -8% | 6% | 0.1%
Cc1cc(C)c(NS(=O)(=O)c2ccc(-c3cnc(C4CC4)o3)cc2)c(C)c1 | -6% | -26%[10.9 µM] | 16% | 17%
CCOC(=O)CCNC(=O)N1CCN(S(=O)(=O)c2ccc3c(ccn3C)c2)CC1 | -19% | -8%[10.9 µM] | -4% | 1.0%
COc1ccc(NC(=O)c2c(SC)nsc2SC)cc1 | 9% | -6% | -6% | 1.1%
Cc1ccc(Cl)cc1NC(=O)CCc1c(C)nc2c3cccnc3nn2c1C | 5% | -7%[10.9 µM] | -5% | -0.1%
O=C(/C=C\c1ccccc1)c1ccccc1O | 6%[9.22 µM] | / | -6%[9.22 µM] | /
O=C(c1ccco1)N1CCCSC1=Nc1ccccc1 | 2% | -11% | 2% | -0.4%
Cn1c(-c2ccc3ccccc3n2)nc2cnccc21 | ? | -65%[inhibitor] | ? | -0.4%
CCOC(=O)N1CCN(S(=O)(=O)c2cc(Cl)ccc2Cl)CC1 | -9% | -9% | -4% | 3.8%
Cc1cc(=O)n(CC(=O)NC(C)c2ccccc2)c2c1c(C)nn2C (configuration not stated) | 2% | -10%[10.9 µM] | -8% | 0.3%
O=C(NCCCCc1ccccc1)c1nn(-c2ccccc2)nc1CO | ? | 11%[10.9 µM] | 1% | 3.1%
CCOC(=O)C1CCN(C(=O)c2ccccc2NC(=O)c2nsc3ccccc23)CC1 | -15% | -2%[10.9 µM] | -3% | -0.5%
O=C(Nc1ncc2c(n1)CC(c1ccco1)CC2=O)c1ccc(Cl)cc1 (configuration not stated) | 0% | -11% | -3% | 7.4%
CC(C)CC(NC(N)=O)C(=O)OCC(=O)NC(=O)NC1CCCC1 (configuration not stated) | -7% | -3% | -7% | -1.5%
CCN(Cc1ccccc1)C(=O)CCS(=O)(=O)c1cc2c(cc1Cl)NC(=O)CO2 | -19% | ? | 0% | ?
COc1ccc(-n2c(=O)c(-c3cccs3)nc3cnc(N4CCOCC4)nc32)cc1 | -8% | -10% | -11% | -4.1%[11.4 µM]
CCOc1ccc(C(=O)Nc2ccc(N3CCCC3)cc2)cc1 | -15% | -5% | -2% | -0.1%
C[n+]1cccc(C(=O)[O-])c1 | 9% | -8% | 7% | /
CCCCN(CC)CCCNC(=O)Nc1sc2nc3n(c(=O)c2c1C)CCC(C)CC3 (configuration not stated) | ? | 4%[10.9 µM] | -1% | 0.7%
O=C(CC1N=C2c3ccccc3N=C(SCc3ccc(F)cc3)N2C1=O)NCc1ccco1 (configuration not stated) | -17% | -9% | -1% | -1.1%
COc1cc(C(=O)NCC(c2cccs2)S(=O)(=O)c2cccs2)cc(OC)c1OC (configuration not stated) | 13% | 9%[10.9 µM] | -3% | ?
COc1cc(C2CC(=O)c3c([nH]c(C(=O)OCC4CCCCC4)c3C)C2)cc(OC)c1OC (configuration not stated) | -5% | -19%[10.9 µM] | -15% | 2.0%
COc1ccc(N2CCN(C(c3cccc(OC)c3OC)c3nnnn3C3CCCC3)CC2)cc1 (configuration not stated) | -5% | -9% | -4% | 2.2%
